N370S GC = N370S glucocerebrosidase modulation, Gaucher chaperone candidate. N370S GC spleen homogenate, 4MU-glucoside fluorescence. P04062. 0.092% of 330,000 active. Potency, µM (titrated, usually from 59.4 µM), inactives show at the top dose activity change, negative = inhibition, usual class: inhibitors;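 also: 0% = full enzyme activity and -100% = no enzyme basal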
TDP1 cell CPT = growth inhibition of DT40 Tdp1-/-;hTDP1 cells with camptothecin (screen for TDP1 inhibitors). Potency, µM (highest dose often 46.2 µM), for inactives: at the top dose activity change, negative = growth inhibition, usual class: inhibitors. AID 686979. 12% of 420,000 active. chicken DT40 Tdp1-/-;hTDP1 cells + 20 nM CPT, ATP luminescence, 48 h; also: nearly all actives have a fitted effect of over 55% in size
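Chicken DT40 Tdp1-/- cells stably complemented with human TDP1 were seeded at 400 cells/well in medium containing 20 nM camptothecin, exposed to pin-transferred compounds, and grown at 37 °C for at least 48 hr. Viability was read as ATP luminescence.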
FEN1 inhibitor = inhibitors of human flap endonuclease 1. Potency, µM (series often up to 114 µM), inactives show top-dose activity change, negative = inhibition, hits mostly inhibitors. Recombinant FEN1 flap cleavage, fluorescence, 15 min. 0.35% of 390,000 active. P39748; also: nearly all actives have a fitted effect of over 65% in size
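Compounds are tested as a concentration series against 10 nM FEN1; after a 15 min room-temperature preincubation, 50 nM substrate starts cleavage, with plate reads at 0 and 15 min. Normalized responses are fitted by a Hill equation.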
Starred values were filed as active, the others as inactive; ? = inconclusive; nt = not tested or not shown; & = joins results of further samples. Calls follow the shape of the dose curve; as a rule, active = well fitted curve in the direction sought with a large enough effect; inconclusive = small, poorly fitted or top-dose-only effect, or another doubt; inactive = no such curve, though single readings can be large; an effect the other way counts as inactive or inconclusive. Unless noted, % is scaled to controls: 0 for no effect and ±100 for the full control effect; potency is read from the fitted curve at half-maximal effect.

SMILES	N370S GC	TDP1 cell CPT	FEN1 inhibitor
CCOC(=O)N1CCN(Cc2ccc(O)c3ncccc23)CC1	-2%	0.58µM*	?
COC(=O)c1ccc(/C=N\NC(=O)c2c(C)nc3ccc(Cl)cn23)cc1	-4%	?	8%
Cc1ccc(NC2=NCCC2)cc1Cl	13%	18%	2%
Cc1ccc(-n2c(C)cc(/C=N/NC(=O)Cn3c4ccccc4c(=O)c4ccccc43)c2C)cc1	?	?	4%
CCCN1/C(=C(\C#N)C2=NS(=O)(=O)c3ccccc32)N(C)c2ccccc21	nt	12%	10%
CN(C)S(=O)(=O)NCC1CCCN(Cc2cc3ccccc3s2)C1 (stereo unspecified)	nt	?	-22%
Cc1ccc(S(=O)(=O)c2[nH]c(-c3ccccc3)nc2SCC(=O)O)cc1	nt	-4%	14%
CC(C)CNC(=O)C(=O)NCc1ccccc1	-11%	-6%	13%
CCOC(=O)C1(C(=O)OCC)CC1c1ccccc1 (stereo unspecified)	3%	-3%	-8%
O=C(CSC1=NCCS1)NC(c1ccccc1)c1ccccc1	10%	?	4%
Cc1ccc(S(=O)(=O)c2c(Nc3cc(C)ccc3C)sc(C(=O)c3ccc4c(c3)OCO4)c2N)cc1	nt	6.5µM*	5%
COc1ccc(NC(=O)N2CCc3ccccc3C2)cc1OC	1%	7%	-9%
COc1cc(CO)ccc1OCc1ccc(Cl)nc1	0%	7%	7%
CCc1ccc(-c2nc3cc(NC(=O)c4ccc(C)c(C)c4)ccc3o2)cc1	nt	?	-3%
O=C1CC(NC(=O)c2ccc(Cl)cc2)C(=O)N1 (stereo unspecified)	-3%	0%	0%
CCN(CC)S(=O)(=O)c1ccc(C)c(NC(=S)N2CCN(Cc3ccc4c(c3)OCO4)CC2)c1	18%	21µM*	-9%
CCOc1cc(C(=O)Nc2ccc(C)cc2O)ccc1OCC(=O)N1CCOCC1	-1%	-27%	-1%
COc1cccc(CNC(=O)C2CCN(S(=O)(=O)c3ccc4c(c3)NC(=O)C(C)S4)CC2)c1 (stereo unspecified)	-2%	?	-1%
O=C(c1ccco1)N1CCN(C(=O)c2ccc(-c3cccc(C(F)(F)F)c3)o2)CC1	-6%	?	8%
O=C1NC(c2ccccc2OC(F)F)Oc2ccccc21 (stereo unspecified)	-7%	5%	-4%
COc1ccccc1NC(=S)Nc1ccc2cn[nH]c2c1	-10%	13%	-4%
COc1cc(/C=c2\s/c(=C(/C#N)C(=O)N3CCCC3)n(-c3ccccc3)c2=O)ccc1O	-4%	?	4%
O=c1c2ccccc2nnn1CCO	-14%	-3%	10%
CCN(CC(=O)Nc1ccc(NC(C)=O)cc1)C(=O)c1ccccc1Sc1ccccc1C#N	nt	?	11%

Given as a markdown table: entries from further up
| molecule | N370S GC | TDP1 cell CPT | FEN1 inhibitor |
| --- | --- | --- | --- |
| CCOc1cc(C(=O)Nc2ccc(C)cc2O)ccc1OCC(=O)N1CCOCC1 | -1% | -27% | -1% |
| CCN(CC)S(=O)(=O)c1ccc(C)c(NC(=S)N2CCN(Cc3ccc4c(c3)OCO4)CC2)c1 | 18% | 21µM* | -9% |

The list goes on:
SMILES	N370S GC	TDP1 cell CPT	FEN1 inhibitor
O=C(CSc1ccccc1)NC(=O)NCc1ccccc1	18%	9%	-3%
O=C(N/N=C/c1ccc(O)c(O)c1)c1cc(-c2ccccc2)nc2ccccc12	0%	8.2µM*	-8%
O=C(CCN1CCN(Cc2ccccc2)CC1)NNC(=O)c1cc2ccccc2o1	nt	-9%	3%
CN(N=O)c1ccc(/C=C2\C=Cc3ccccc32)cc1	nt	2%	-3%
CCCS(=O)(=O)N1CCN=C1SCc1ccc(F)cc1	5%	-24%	2%
Cc1ccc(C(=O)OC(C)CN2CCN(C)CC2)cc1 (stereo unspecified)	-2%	6%	1%
Cc1ccc(NNC(=O)c2ccc(Cl)cc2)nn1	-1%	5%	-6%
O=C(CCC(=O)NNC(=O)c1ccccc1[N+](=O)[O-])NCc1ccccc1	0%	8%	2%
Cc1ccc(-n2cc(CN3CCC(CO)(Cc4cccc(C(F)(F)F)c4)CC3)cn2)cc1	-14%	9.2µM*	-21%
Cc1ccc(C(=O)N(C)Cc2ccc(N3CCOCC3)cc2)cc1S(=O)(=O)NCc1ccccc1	nt	?	-21%
O=C(CSc1n[nH]c(=O)n1Cc1ccco1)c1ccc(F)cc1	0%	-4%	13%
CCOC(=O)c1c(C)n(C)c2ccc(OCC(O)Cn3c(C)nc4ccccc43)cc12 (stereo unspecified)	-4%	?	-22%
Cc1ccc(CNC(=O)C2CCCCN2S(=O)(=O)c2ccccc2)cc1 (stereo unspecified)	-1%	-43%	-9%
Cc1ccccc1C(=O)NNC(=O)c1ccc(F)cc1	2%	-14%	-2%
COC(=O)c1cc(NS(=O)(=O)c2ccc(F)cc2)ccc1N1CCOCC1	2%	-3%	-1%
C=CCNC(=O)COc1coc(CN2CCN(C(=O)c3ccco3)CC2)cc1=O	-8%	2%	0%
Cc1ccc(OCCCn2ccnc2)cc1C	-3%	?	2%
O=C(Cc1ccccc1)NCc1ccc(-n2cccc2)cc1	9%	3.3µM*	-2%
COc1ccc(NC(=O)C23CC4CC(CC(Cl)(C4)C2)C3)cc1S(=O)(=O)N1CCOCC1	nt	-22%	14%
O=C(Nc1nnc(-c2ccc(F)cc2)s1)Nc1ccccc1F	6%	-1%	-3%
O=C(NCC(c1ccc2c(c1)OCO2)N1CCN(c2ccccc2)CC1)C(=O)Nc1ccc(F)cc1 (stereo unspecified)	nt	-7%	-11%
COc1ccc(N2CCN(CCC(O)c3ccc4ccccc4c3)CC2)cc1 (stereo unspecified)	-29%	?	-2%
COc1ccccc1NS(=O)(=O)c1cc2c3c(c1)CC(=O)N3CCC2	2%	-12%	-4%
Cc1ccc(S(=O)(=O)NCc2ccc(C(=O)NC3CC3)cc2)cc1	5%	-3%	-9%
CCCCn1c(-c2cccc(F)c2)nc2c1c(=O)[nH]c(=O)n2CC(C)C	-3%	-28%	-1%
COc1ccc(-c2cc(C(=O)Oc3ccc(C)cc3)c3cc(C)ccc3n2)cc1	nt	-23%	-6%
CC(C)[C@H](CO)Nc1nc(Nc2cc(N)cc(Cl)c2)c2ncn(C(C)C)c2n1	-30%	4.7µM*	nt
CC(=O)NCCNc1nc2c(-c3ccccc3)nnn2c2ccccc12	-9%	?	?
O=C(Cn1c(NCCCO)nc2ccccc21)c1ccc(Cl)cc1	-29%	?	13%
Cc1ccc(S(=O)(=O)/C(C#N)=C/c2c(N3CCC(C(N)=O)CC3)nc3c(C)cccn3c2=O)cc1	14%	-19%	3%
O=C(O)C1=CC(O)[C@@H](O)C(O)C1 (stereo partly specified)	5%	0%	nt
Cc1c(C(=O)O)oc2ccc(S(=O)(=O)N3CCCC3)cc12	0%	9%	-7%
N[C@]1(C(=O)O)CCc2cc(C(=O)O)ccc21	-1%	8%	nt
COc1ccc(C(=O)Nc2cc(Cl)ccc2-n2cncn2)c(OC)c1OC	nt	?	1%
COc1ccc(NC(=S)NC2CCCCC2)c(OC)c1	-1%	-6%	-4%
CCOC(=O)c1c(C)[nH]c(C(=O)OC)c1CCC(=O)OC	8%	?	-6%

Compound profiles (already shown). Values in the order: N370S GC | TDP1 cell CPT | FEN1 inhibitor
COc1ccc(NC(=S)NC2CCCCC2)c(OC)c1 across the screens: -1% | -6% | -4%
Cc1ccc(S(=O)(=O)/C(C#N)=C/c2c(N3CCC(C(N)=O)CC3)nc3c(C)cccn3c2=O)cc1 across the screens: 14% | -19% | 3%
O=C(O)C1=CC(O)[C@@H](O)C(O)C1 (stereo partly specified) across the screens: 5% | 0% | nt
CC(=O)NCCNc1nc2c(-c3ccccc3)nnn2c2ccccc12 across the screens: -9% | ? | ?
N[C@]1(C(=O)O)CCc2cc(C(=O)O)ccc21 across the screens: -1% | 8% | nt

Following part:
SMILES	N370S GC	TDP1 cell CPT	FEN1 inhibitor
Cc1n[nH]c(C)c1S(=O)(=O)N1CCC(C(=O)O)CC1	2%	1%	5%
FC(F)(F)c1ccccc1-c1nccc(NCc2ccccc2)n1	11µM*	?	nt
Cc1ccccc1NC(=O)N1C2CCCC1CC(NC(=O)C(C)(C)C)C2 (stereo unspecified)	-3%	-2%	-3%
CCN(CC)/[N+]([O-])=N/Oc1cc(O/N=[N+](\[O-])N(C)C)c([N+](=O)[O-])cc1[N+](=O)[O-]	-17%	nt	?
CCN1C(=C2C(=O)c3ccccc3C2=O)C=Cc2ccccc21	-2%	-29%	-12%
N#C/C(=C\c1c(N2CCOCC2)nc2ccccn2c1=O)C(=O)NC1CCS(=O)(=O)C1 (stereo unspecified)	?	-1%	-2%
O=C(Nc1nc2cc3c(cc2s1)OCCO3)c1ccncc1	-22%	?	-4%
O=C(c1cc(-c2ccccn2)nc2ccc(Br)cc12)N1CCN(S(=O)(=O)c2ccccc2)CC1	2%	?	-4%
Cc1ccc(S(=O)(=O)Nc2ccc(C(=O)N3CCCC3)cc2)c(C)c1NS(C)(=O)=O	-4%	12%	3%
Cc1ccc(Cl)cc1NS(=O)(=O)c1cc2c3c(c1)CC(=O)N3CCC2	nt	?	-13%
CCCN(CCC)c1cc(C)nc2nc(-c3ccc(C(C)(C)C)cc3)nn12	nt	-19%	13%
Cn1c(/N=C/c2ccccc2[N+](=O)[O-])nc2ccccc21	-7%	-7%	-2%
Cn1nccc1NS(=O)(=O)c1ccc(F)cc1	3%	4%	2%
N#Cc1ccc(CSc2ccc(S(=O)(=O)N3CCCCCC3)cn2)cc1	4%	?	3%
COc1ccc(/C=C/C(=O)c2ccc(O)cc2)cc1CN1CCOCC1	-23%	?	-3%
Cc1ccc2nc(C)c(C(=O)N/N=C/c3ccc(N4CCOCC4)cc3)cc2c1	-1%	11%	6%
COc1ccccc1CNC(=O)CS(=O)Cc1nc(-c2ccccc2C)oc1C (stereo unspecified)	0%	?	12%
CS(=O)(=O)N(CC(=O)NCc1ccco1)c1ccc(OCc2ccccc2)cc1	12%	-5%	-7%
COc1cccc(-c2nc(-c3ccc4c(c3)NC(=O)CO4)cs2)c1	2%	8.2µM*	4%
COc1ccc(CNC(=O)C2CCN(C(=O)Cc3ccccc3)CC2)cc1	0%	1%	-11%
COc1ccc(/C=C/C(=O)NC(C)CCc2ccccc2)cc1OC (stereo unspecified)	5%	-16%	4%
Cn1c(=O)n(CCc2ccccc2)c(=O)c2c1nc1n2CCCN1c1ccccc1	18%	-22%	4%
Cn1cc(CN2CCN(c3cnccn3)CC2)c(-c2cccc(Cl)c2)n1	-6%	-6%	8%
c1ccc2c(OCCCN3CCCCCC3)cccc2c1	-33%	29µM*	-4%
O=C(NC(Cc1ccccc1)C(=O)N1CCCC1C(=O)O)c1ccccc1 (stereo unspecified)	2%	9%	-4%
C=CCc1cc(Cl)ccc1OCCCNC(C)CC (stereo unspecified)	-5%	16µM*	-11%
Cc1ccc(C)c(NC(=O)C2CCCN(S(=O)(=O)c3ccc4[nH]c(=O)ccc4c3)C2)c1 (stereo unspecified)	-23%	?	4%&15%
CC(C)N(C(=O)COC(=O)[C@H](C)NC(N)=O)c1ccccc1	-3%	-3%	1%
O=C(/C=C/c1ccc(N2CCC(c3ccccc3)=N2)cc1)c1ccccc1	8%	?	-9%
O=C1C(Cl)=C(NCCc2ccccc2)C(=O)c2ccccc21	nt	0.82µM*	?
COc1ccccc1CNC(=O)CCNS(=O)(=O)/C=C/c1ccc(C)cc1	nt	-8%	15%
Cc1ccnc(N/C=C(\C#N)c2nc(-c3cccc(Br)c3)cs2)c1	5%	21µM*	?
C[N+](C)(C)CCN1C(=O)CSC1=O	-3%	5%	9%
CCOc1cc2[nH]c(=O)n(CCCCC(=O)N3CCN(c4ccccc4OC)CC3)c(=O)c2cc1OCC	nt	13µM*	-12%
O=C(Nn1c(-c2ccccc2)nc2ccccc2c1=O)c1ccco1	13%	4%	0%
CCOc1ccc(NC(=O)Cn2nnc(C(=O)NCCc3ccc(OC)c(OC)c3)c2N)cc1	2%	-6%	0%

Of the compounds above, these have a nitro group on carbon:
SMILES	N370S GC	TDP1 cell CPT	FEN1 inhibitor
O=C(CCC(=O)NNC(=O)c1ccccc1[N+](=O)[O-])NCc1ccccc1	0%	8%	2%
CCN(CC)/[N+]([O-])=N/Oc1cc(O/N=[N+](\[O-])N(C)C)c([N+](=O)[O-])cc1[N+](=O)[O-]	-17%	nt	?
Cn1c(/N=C/c2ccccc2[N+](=O)[O-])nc2ccccc21	-7%	-7%	-2%

Remaining list, next part.
SMILES	N370S GC	TDP1 cell CPT	FEN1 inhibitor
O=C1NCCN(Cc2cccc(Oc3ccccc3)c2)C1CC(=O)N1CCCCC1 (stereo unspecified)	-10%	5%	3%
CCCNC(=O)CSc1nc(COc2ccccc2)nc2ccccc12	7%	-1%	-10%
COc1ccc2cc(CCNS(=O)(=O)c3ccc(C)cc3)c(=O)[nH]c2c1	nt	-22%	-11%
CCOC(=O)c1ccc(CC(=O)c2oc3cc(O)ccc3c2C)o1	5%	-8%	-13%
Oc1c(C(c2cccs2)N2CCN(c3cccc(Cl)c3)CC2)sc2ncnn12 (stereo unspecified)	1%	?	-16%
CC(=O)N1CC2(C)CN(C(C)=O)CC(C)(C1)C2O (stereo unspecified)	2%	-6%	-2%
CCN(CC)CCCNc1oc(/C=C/c2ccccc2)nc1C#N	12%	?	-14%

Screens: PubChem, National Center for Advancing Translational Sciences (NCATS)

A portion of the library; count on the stated rates, not on these rows.
